KCNK9 inh: KCNK9 potassium channel inhibitors, primary screen, HEK293 cells, thallium flux | Potassium channel subfamily K member 9 (Homo sapiens), Q9NPC2 | FluxOR thallium flux fluorescence; hits give low values | B-score at 10 µM | 310,000 tested, 1.2% active | AID 488922, 2010;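 active means ratio B-score over 3 SD below the library mean, with starting fluorescence within 5 SD of its mean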;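 further: negative B-score means less thallium flux so channel inhibition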
GSK3 alpha inh: blockers of GSK3A enzyme activity – biochemical, luminescence, cell-free homogeneous, HTS, primary screen. Glycogen synthase kinase-3 alpha (Homo sapiens), P49840. GSK-3 alpha kinase, ADP-Glo luminescence, 60 min. inhibition, % at 10 µM. 320,000 tested, 0.1% active;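 in the data active means inhibition above about 50%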;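 further: GST-tagged GSK-3 alpha with peptide substrate and 25 µM ATP; 0% = DMSO neutral wells and 100% = GW8510 positive control wells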
GSK3beta inhib: human GSK3beta kinase inhibitors, primary screen, biochemical, cell-free homogeneous, HTS; GST-GSK3beta kinase, ADP-Glo luminescence, 60 min; hits give low values; activity score (negative = inhibition), % at 10 µM; 300,000 tested, 0.038% active;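 active means more than half of replicate wells score below -50%, meaning over 50% inhibition versus plate controls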;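 further: 0% = median DMSO wells and -100% = median GW8510 positive control wells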
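Assay system: GST-fused GSK3beta enzyme, cell-free / Medium: Tris pH 7.5 buffer with MgCl2, DTT, BSA, heparin / Also added: peptide substrate plus 25 µM ATP (final) / Compound: 10 µM single point / Timing: kinase reaction with compound 60 min at room temperature / Detection: ADP-Glo luminescence / Benchmarks: DMSO neutral wells and GW8510 at 20 µM as positive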
RGS4 pot: RGS4 potentiators or activators, primary screen, cell-based, HEK293 M3R inducible RGS4, calcium flux; carbachol calcium flux Fluo4; hits give low values; B-score at 10 µM; 310,000 tested, 0.92% active; AID 463111, 2010;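 active means B-score of the integrated calcium signal more than 4 SD below the library mean, with starting fluorescence not abnormally high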;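 further: negative B-score means reduced calcium response which marks RGS4 activation or potentiation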
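Material: M3R-expressing HEK293 line, RGS4 induced by doxycycline | Schedule: Overnight RGS4 induction, 30 min dye load 37 °C, 20 min compound RT | Measured by: Fluo4 fluorescence kinetic imaging of calcium | Read-out: Integrated calcium ratio converted to B score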
hERG protect: hERG rescue from dofetilide block, primary screen, cell-based, CHO-hERG, FluxOR thallium flux, dofetilide IC70; Voltage-gated inwardly rectifying potassium channel KCNH2 (Homo sapiens), Q12809; dofetilide IC70 present; activation (rescue from dofetilide block), less the hit threshold, % at 10 µM; 310,000 tested, 0.51% active; AID 1511, 2009;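 active means activation above the mean of controls blocked by dofetilide plus 5 SD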;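 further: thallium influx through hERG after potassium depolarization seen as dye fluorescence rise; in these data hits start at about 4.7%; inactives centre near -7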
Target sequence (Q12809 whole entry, looked up): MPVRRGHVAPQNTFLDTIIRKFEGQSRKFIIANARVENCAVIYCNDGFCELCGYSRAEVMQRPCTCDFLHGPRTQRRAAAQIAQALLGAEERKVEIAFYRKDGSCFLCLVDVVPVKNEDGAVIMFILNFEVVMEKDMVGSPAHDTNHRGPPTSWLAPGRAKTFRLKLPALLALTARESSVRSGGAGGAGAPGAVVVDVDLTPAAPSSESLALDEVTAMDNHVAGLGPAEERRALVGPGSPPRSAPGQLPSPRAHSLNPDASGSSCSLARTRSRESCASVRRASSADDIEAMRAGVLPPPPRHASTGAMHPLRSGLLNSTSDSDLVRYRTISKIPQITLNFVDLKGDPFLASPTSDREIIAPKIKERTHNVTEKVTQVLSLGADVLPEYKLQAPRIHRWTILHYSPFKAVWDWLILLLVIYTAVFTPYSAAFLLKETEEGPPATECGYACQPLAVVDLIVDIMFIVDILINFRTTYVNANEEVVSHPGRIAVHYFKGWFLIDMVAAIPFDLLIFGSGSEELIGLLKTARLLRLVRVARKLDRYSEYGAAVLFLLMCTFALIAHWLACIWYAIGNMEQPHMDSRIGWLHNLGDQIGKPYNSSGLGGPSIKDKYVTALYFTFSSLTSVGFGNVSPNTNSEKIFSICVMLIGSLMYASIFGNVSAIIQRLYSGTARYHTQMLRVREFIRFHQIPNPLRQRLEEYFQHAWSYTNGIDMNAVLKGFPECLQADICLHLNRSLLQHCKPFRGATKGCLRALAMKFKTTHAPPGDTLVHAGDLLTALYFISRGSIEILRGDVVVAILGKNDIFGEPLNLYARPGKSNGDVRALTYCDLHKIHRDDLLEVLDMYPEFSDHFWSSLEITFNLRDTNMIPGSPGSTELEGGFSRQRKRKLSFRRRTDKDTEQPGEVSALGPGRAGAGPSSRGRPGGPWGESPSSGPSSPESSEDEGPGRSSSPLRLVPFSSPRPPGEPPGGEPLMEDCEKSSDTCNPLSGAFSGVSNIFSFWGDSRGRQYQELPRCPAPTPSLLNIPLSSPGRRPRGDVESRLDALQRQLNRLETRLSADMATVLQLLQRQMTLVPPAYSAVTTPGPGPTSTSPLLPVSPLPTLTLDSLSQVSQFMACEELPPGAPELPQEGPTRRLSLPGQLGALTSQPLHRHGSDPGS
PolyA inhibitor: polyadenylation inhibitors in yeast reporter cells, primary screen, luminescence, S. cerevisiae; 300,000 tested, 0.02% active; calls only at 12 µM; S. cerevisiae SKY197-pL101 polyadenylation reporter, beta-gal luminescence; efflux-impaired pdr1/pdr3 knockout yeast; score 100 = 6 SD above DMSO; AID 1875, 2009;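 active means lowest replicate activity score at least 50, where 100 means six control SD above control mean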;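 further: yeast exposed to compound for 9 h at 30 °C; higher score means more reporter readthrough which indicates perturbed polyadenylation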
KCNK3 inh: human KCNK3 channel inhibitors, primary screen, CHO cells, FluxOR thallium flux, B-score; Potassium channel subfamily K member 3 (Homo sapiens), O14649; FluxOR fluorescence; hits give low values; B-score at 10 µM; 340,000 tested, 0.84% active; AID 602410, 2012;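 active means B-score under library mean minus 4 SD, starting fluorescence ratio at most library mean plus 5 SD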;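 further: more negative B-score means stronger inhibition of thallium flux through KCNK3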
RGS4 block: RGS4 inhibitors, primary screen, cell-based, HEK293 M3R inducible RGS4, calcium flux; Regulator of G-protein signaling 4 (Homo sapiens), P49798; Fluo-4 calcium flux; hits give high values; triggered by carbachol at its EC20; B-score at 10 µM; 310,000 tested, 0.45% active; AID 463165, 2010;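 active means B-score, a plate-corrected calcium signal, over three deviations above library mean, with baseline fluorescence within five deviations of library mean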;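 further: RGS4 expression induced by doxycycline in cells with stable M3 receptor; B-score is computed from the integrated fluorescence ratio over baseline after carbachol; higher B-score means a larger calcium signal and so more RGS4 inhibition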
KCNQ1 act: potentiators or activators of KCNQ1 channel, primary screen, cell-based, thallium flux, high-throughput. CHO-K1 KCNQ1, thallium flux FluxOR fluorescence; hits give high values. AID 2648, 2010. 310,000 tested, 0.35% active. B-score at 10 µM. Potassium voltage-gated channel subfamily KQT member 1 (Homo sapiens), P51787;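 active means fluorescence ratio B-score, a plate-corrected score, at least three library SD, with initial intensity B-score within 5 SD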
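Material: CHO-K1 cells stably expressing KCNQ1. Medium: assay buffer for compound exposure, DMSO matched across wells. Reagent: K+/Tl+ depolarizing stimulus. Compound dosing: single-concentration screen. Times: 37 °C overnight plating, 90-min dark dye load, 20-min compound pretreatment. Technique: FluxOR Tl+ flux fluorescence.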
DYRK1A inh: rat Dyrk1A kinase inhibitors, primary screen, biochemical, single point, plate reader; ADP-Glo luminescence, NFATc1 peptide; inhibition, % at 12.5 µM; 310,000 tested, 0.43% active; AID 504441, 2011; in the data active means inhibition above about 50%;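 further: plate controls were vehicle with enzyme for no effect and no enzyme for full effect; many of its hits are not listed in these tables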
KCNQ1 inh: inhibitors of human KCNQ1 channel, primary screen, cell-based, thallium flux, high-throughput; CHO-K1 KCNQ1, FluxOR thallium flux fluorescence; hits give high values; B-score at 10 µM; 310,000 tested, 1.3% active;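 active means compounds whose thallium flux B-score, printed positive for inhibition, exceeds three library SD while starting fluorescence stays within three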;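 further: channel opened by potassium depolarization with thallium stimulus after 20 min compound exposure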
Active calls of the source: *; i = inactive; . = no result given.

structure,KCNK9 inh,GSK3 alpha inh,GSK3beta inhib,RGS4 pot,hERG protect,PolyA inhibitor,KCNK3 inh,RGS4 block,KCNQ1 act,DYRK1A inh,KCNQ1 inh
CCC(CO)Nc1ccc(-c2nn(C)c(=O)c3ccccc23)cc1[N+](=O)[O-] (configuration not stated),i,-5,0,i,-7,i,i,i,i,3,i
COc1ccccc1C(=O)NC(=O)COC(=O)c1cccc(OC(F)F)c1,i,0,2,i,-20,i,i,i,i,1,i
Cc1c(O)c(=O)ccn1C,i,-1,-3,i,-4,i,i,i,i,-3,i
CC1CN/C(=C\C(=O)c2ccccc2)C(=O)N1 (configuration not stated),i,-1,3,i,-4,i,i,i,i,-1,i
COc1ccc(CNc2oc(COc3ccccc3)nc2C#N)cc1,i,0,2,i,-12,i,-8.9*,i,i,1,i
Cn1c(=O)c2c(ncn2CCNC2=NCCCCC2)n(C)c1=O,i,-2,-4,i,-9,i,i,i,i,1,i
O=C(CN1CCN(Cc2ccccc2)CC1)Nc1ccc2c(c1)CCC2,i,-19,2,i,-6,i,i,i,i,.,i
O=C1NCCCC1C(=O)N/N=C/c1ccccc1O (configuration not stated),i,1,0,i,-6,i,i,i,i,8,i
Cc1nn(C)cc1C(C)NC(=O)c1cc(COc2c(F)cccc2F)on1 (configuration not stated),i,-1,-2,i,-6,i,i,i,i,-5,i
Cc1nonc1C(=O)N1CCCC(Nc2ccc(C(C)C)cc2)C1 (configuration not stated),i,-1,3,i,-6,i,i,i,i,2,i
CC(=O)N1CCC(C(=O)NC2CCCc3c2cnn3-c2cc(F)cc(F)c2)CC1 (configuration not stated),i,-5,5,i,-12,i,i,i,i,2,i
CCCn1nc(NS(=O)(=O)c2ccccc2)c2cc3cc(C)ccc3nc21,i,-1,3,i,-4,i,i,i,i,-5,i
Cc1ccc2c(c1)C1CCCC3C1N2CC(=O)N3Cc1ccccc1 (configuration not stated),i,-1,-3,i,-4,i,.,i,i,.,i
CCOc1ccccc1NC(=O)c1cc(-c2cc(OC)c(OC)c(OC)c2)nc2ccccc12,i,-1,-2,i,-21,i,-9.7*,i,i,-3,i
CC1CC(N(C(=O)c2ccc(Cl)cc2)c2ccccc2)c2ccccc2N1C(=O)c1ccco1 (configuration not stated),i,-2,4,i,-14,i,i,i,i,-1,i
COc1ccc(C)cc1S(=O)(=O)Nc1cc2c3c(c1)CCC(=O)N3CCC2,i,-2,-1,i,-12,i,i,i,i,-23,i
CN(CCc1ccccn1)Cc1ccc(Cl)cc1,i,-3,2,i,-11,i,i,i,i,-2,i
Cc1cc(N2CC(C)OC(C)C2)n2cc(-c3ccccc3)nc2n1 (configuration not stated),i,-2,2,i,-9,i,i,i,i,.,i
Cc1nn(C)c(C)c1S(=O)(=O)NC1CCCc2ccccc21 (configuration not stated),i,2,-1,i,-4,i,i,i,i,-3,i
O=C(COC(=O)C1=COCCO1)NCc1ccc(Cl)cc1,i,-3,0,i,4,i,i,i,i,4,i
Cc1cc2ccccc2n2c(SCC(=O)NCC3CCCO3)nnc12 (configuration not stated),i,-1,0,i,-8,i,.,i,i,.,i
Cc1ccc(CNc2nc3ccccc3n3nnnc23)cc1,i,-1,-1,i,1,i,i,i,i,5,i
COc1cccc(C(=O)N/N=C(\C)CC(=O)Nc2ccc(N(C)C)cc2)c1,i,-3,6,i,-4,i,i,i,i,-1,i
Cc1ccc(-c2nc(N/N=C/c3cccnc3)c3ccccc3n2)cc1,i,9,-6,i,-25,.,i,i,i,14,i
CCOc1ccc(/C=C/C(=O)OC(C)C(=O)NC2CCCCC2C)cc1OC (configuration not stated),i,-3,0,i,-13,i,i,i,i,14,i
Cc1ccc(N(C(=O)CC2NC(=O)NC2=O)C2(C(=O)NC3CCCC3)CCCCC2)cc1 (configuration not stated),i,0,0,i,0,i,i,i,i,-2,i
O=C(CN1C(=O)C2CC=CCC2C1=O)NCC(=O)Nc1ccc(F)c(F)c1 (configuration not stated),i,2,.,i,-2,i,i,i,i,.,i
COc1ccc(CNS(=O)(=O)c2c(C)[nH]c(C)c2C(=O)N2CCCC2)cc1,i,0,3,i,-5,i,i,i,i,-5,i
O=C(Nc1cccnc1)c1cc(-c2ccc(Br)cc2)on1,i,-4,-2,i,-9,i,i,i,i,4,i
CCOc1ccc(Br)cc1C(=O)N/N=C/c1cccnc1,i,-1,1,i,-1,i,i,i,i,0,i
CCSc1ccc(C(=O)Nc2cccc(C)n2)cc1[N+](=O)[O-],i,-2,-2,i,-2,i,i,i,i,-5,i
COc1ccccc1NC(=O)CCN1C(=O)/C(=C/c2cc(OC)c(OC)c(OC)c2)SC1=S,i,-1,-1,i,-10,i,i,i,i,-3,i
Cc1c(O)ccc(C(=O)COc2ccc(F)cc2)c1O,i,-2,0,i,-8,i,i,i,i,2,i
CCN(CC)S(=O)(=O)c1ccc(C)c(NC(=O)CNCCN(C(C)C)C(C)C)c1,i,-5,2,i,-12,i,i,i,i,1,i
Cc1cc(CNC(=O)c2cccc([N+](=O)[O-])c2)c2ccccc2n1,i,-1,0,i,-10,i,i,i,i,4,i
O=C(Nc1sc2c(c1C(=O)O)CCC2)c1ccccc1,i,-3,1,i,-2,i,i,i,i,9,i
Cc1nc(/C=C/c2ccccc2)[nH]c(=O)c1-c1ccccc1,i,-1,-1,i,-7,i,i,i,i,1,i
CCOc1ccc(NC(=O)CC(=O)Nc2ccc(OCC)cc2)cc1,i,-2,1,i,-7,i,i,i,i,5,i
CCCOc1ccc(/C(O)=C2\C(=O)C(=O)N(c3ccccn3)C2c2ccccc2F)cc1C (configuration not stated),i,0,-2,i,-16,i,i,i,i,3,i
CC(=O)N1CCOc2ccc(S(=O)(=O)N3CCN(c4cc(C)ccc4C)CC3)cc21,i,-1,1,i,-5,i,i,i,i,.,i
O=C(CSc1n[nH]c(=O)[nH]c1=O)c1ccc([N+](=O)[O-])cc1,i,0,2,i,-3,i,i,i,i,2,i
O=C(Nc1ccc(CN2CCOCC2)cc1)c1cc(Br)ccc1Cl,i,4,-2,i,-6,i,i,i,i,2,i
CN1CCC(N(C)S(=O)(=O)c2ccc(Cl)cc2)CC1,i,0,-3,i,-4,i,i,i,i,1,i
CN(C)/C=C1\SC(=S)N(N2C(=O)C3C4C=CC(C4)C3C2=O)C1=O (configuration not stated),i,2,0,i,-2,i,i,i,i,0,i
COC(=O)Cn1cnc2sc3c(c2c1=O)CCCC3,i,1,2,i,-4,i,i,i,i,12,i
Cc1ccc(Nc2nc(C(=O)NCCCN3CCOCC3)cs2)cc1,i,2,-3,i,-11,i,i,i,i,-1,i
O=S(=O)(c1cccc(F)c1)N1CCc2sccc2C1c1ccc(OC(F)(F)F)cc1 (configuration not stated),i,0,1,i,-16,i,i,i,i,.,i
C=CCNCCOCCOc1ccc(C)cc1Br,i,-4,-2,i,-4,i,i,i,i,0,i
O=C(N/N=C/c1[nH]c2ccccc2c1Cl)c1cccc(Br)c1,i,1,4,i,-10,i,i,i,i,.,i
CCO/C(=C/c1sc2ccc(OC)cc2[n+]1CCCS(=O)(=O)[O-])CC,i,4,0,i,-6,i,i,i,i,57*,i
O=C(N/N=C/C=C/c1ccc([N+](=O)[O-])cc1)c1cccs1,i,0,1,i,-4,i,i,i,i,-3,i
CCN(CC(=O)NCc1ccc(F)cc1)C(=O)/C=C/c1ccc(S(=O)(=O)N(CC)CC)cc1,i,-1,2,i,-2,i,i,i,i,4,i
Cc1occc1C(=O)Nc1ccc2ccccc2c1,i,-5,-1,i,-4,i,i,i,i,11,i
CN(C)CCCNC(=S)N1CCN(c2nc(-c3ccccc3)cs2)CC1,i,16,-5,i,-4,i,i,i,i,13,i
COC(=O)Cc1cc(=O)[nH]c(/N=C(\N)Nc2ccc(C)cc2)n1,i,-2,1,i,-3,i,i,i,i,-2,i
COc1ccc(C(=O)Nc2ccc(N3CCN(C(=O)c4ccccc4C)CC3)cc2)cc1,i,-1,-1,i,-7,i,i,i,i,-1,i

Other results follow.
structure,KCNK9 inh,GSK3 alpha inh,GSK3beta inhib,RGS4 pot,hERG protect,PolyA inhibitor,KCNK3 inh,RGS4 block,KCNQ1 act,DYRK1A inh,KCNQ1 inh
O=C(CCC(=O)N1CCOc2ccccc21)NCCCN1CCOCC1,i,0,-1,i,-6,i,i,i,i,2,i
O=C(NNc1ccccn1)C(c1ccccc1)c1ccccc1,i,.,0,i,-6,i,i,i,i,2,i
CCc1ccc(C(=O)COC(=O)CNC(=O)CNS(=O)(=O)c2ccccc2)cc1,i,0,0,i,-6,i,i,i,i,0,i
CC(=O)N1CCN(S(=O)(=O)c2cccc(C(=O)Nc3ccccc3N3CCOCC3)c2)CC1,i,5,-1,i,-5,i,i,i,i,3,i
Cc1ccc2c(Cl)cc(Cl)c(OCC(=O)NC3CCS(=O)(=O)C3)c2n1 (configuration not stated),i,-2,2,i,-6,i,i,i,i,15,i
Cc1ccc(C)n1NC(=O)c1ccc(Cl)cc1Cl,i,-5,3,i,-15,i,i,i,i,-5,i

Screening results: PubChem BioAssay, several laboratories

These rows are one share of the data, so the mix of outcomes need not match the whole.
